Screening data (PubChem)
UBC9 SUMO inh: inhibitors of in vitro SUMOylation cascade, primary screen, biochemical, HTRF, uHTS. hit rate 0.36% among 290,000. AID 2006, 2009. inhibition, % at 35 µM. HTRF SUMOylation assay, SAE1/SAE2 + UBC9; in the data active = inhibition above about 50%, passing the limit was not always enough; also: strong numbers were not always called active
GalR3 antag: GalR3 antagonists in HEK293 cells, primary screen, cell-based, fluorescence readout. Galanin receptor type 3 (Homo sapiens), O60755. HEK293 GalR3-CNG cAMP membrane potential fluorescence; galR3 body fused to GalR1 C-terminus. inhibition, % at 3 µM. hit rate 0.44% among 360,000;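 active = inhibition above the screen-wide average plus 3 SD, cut at about 13% in these data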;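 also: forskolin and galanin both at EC90 stimulate the cells; cAMP rise reported by CNG channel membrane potential dye signal; 0% = forskolin plus galanin with DMSO and 100% = forskolin alone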
IMP-1 inhibitor: IMP-1 metallo-beta-lactamase inhibitors, primary screen, biochemical, epi-absorbance readout, Pseudomonas aeruginosa enzyme | metallo-beta-lactamase IMP-1 (Pseudomonas aeruginosa) | purified IMP-1, nitrocefin hydrolysis, epi-absorbance fluorescence | inhibition, % at 5.6 µM | hit rate 0.45% among 290,000;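 active = inhibition above the mean plus 3 SD of all compounds in the same screening run, cut at about 4.5% in these data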;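 also: 0% = IMP-1 with DMSO and 100% = DMSO wells lacking enzyme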
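System: Purified recombinant IMP-1 metallo-beta-lactamase enzyme | Measured by: Fluorescence quenching readout, ex 480/em 530 nm | Replication: Singlicate | Incubation: 15 min preincubation plus 25 min reaction at 25 °C | Evaluation: Percent inhibition from optical density relative to buffer-blank wells | Benchmarks: DMSO with and without IMP-1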
VIM-2 inhibitor: VIM-2 metallo-beta-lactamase inhibitors, primary screen, biochemical, epi-absorbance readout, Pseudomonas aeruginosa enzyme | purified VIM-2, nitrocefin hydrolysis, epi-absorbance fluorescence | inhibition, % at 5.6 µM | hit rate 0.89% among 290,000;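 active = inhibition above the mean of all tested compounds plus 3 SD, cutoff set per screening run, cut at about 7.5% in these data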;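 also: red hydrolysis product quenches plate fluorescence so inhibitors raise well fluorescence; 0% = enzyme with DMSO and 100% = DMSO without enzyme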
CRFBP-R2 block: antagonists of CRF-BP/CRF-R2 complex, primary screen, cell-based, HEK293, calcium dye fluorescence, uHTS | inhibition, % at 11.8 µM | CRF-induced calcium fluorescence | AID 588475, 2011 | hit rate 0.59% among 350,000;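 active = inhibition of the ligand-induced calcium signal above about 50% at the single tested concentration, limit read from the data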
NS3 helicase inh: inhibitors of HCV NS3 helicase, primary screen, biochemical, Cy5 molecular beacon fluorescence; Hepatitis C virus NS3 helicase; NS3 helicase DNA unwinding; inhibition, % at 10.9 µM; hit rate 0.56% among 290,000; AID 1800, 2009;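 active = inhibition above the mean of all tested compounds plus 3 SD, set per campaign, cut at about 35% in these data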;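 also: 0% = DMSO wells and 100% = thioflavine S control wells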
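System: NS3 helicase fragment of HCV / Schedule: 1 h at 25 °C / Control set: DMSO alone as 0% and 110 µM thioflavine S as 100% / Reagent: Cy5/quencher beacon DNA duplex and ATP to start / Technique: Cy5 fluorescence / Replication: singlicate / Evaluation: % inhibition of end-to-start signal ratio versus controls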
pCIP destab: p/CIP-EGFP fusion destabilizers, primary screen, fluorescence, F442A cells; hit rate 0.01% among 290,000; decrease of EGFP signal, % at 10 µM; 16 h; Q05BA5;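 active = EGFP signal decrease of at least 30% at 10 µM or well 3 SD below plate mean, unless failing retest; inactive = the rest, including hits failing retest or dose response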; also: some compounds called inactive have numbers as strong as hits; many of its hits are not listed in these tables
IDE cell inh: human IDE inhibitors in live cells, primary screen, fluorescence polarization, HEK cells, FAbetaB substrate; hit rate 0.41% among 320,000; Insulin-degrading enzyme (Homo sapiens), P14735; FAbetaB cleavage; inhibition, % at 5.59 µM;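 active = percent inhibition above the average of all tested compounds plus 3 SD, set per screening campaign, cut at about 16% in these data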;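 also: IDE supplied by intact live HEK cells; FP after avidin binding of uncleaved biotin substrate so inhibition keeps polarization high; 0% = DMSO wells and 100% = 60 µM reference IDE inhibitor Ii1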
Target sequence (P14735 whole entry, looked up): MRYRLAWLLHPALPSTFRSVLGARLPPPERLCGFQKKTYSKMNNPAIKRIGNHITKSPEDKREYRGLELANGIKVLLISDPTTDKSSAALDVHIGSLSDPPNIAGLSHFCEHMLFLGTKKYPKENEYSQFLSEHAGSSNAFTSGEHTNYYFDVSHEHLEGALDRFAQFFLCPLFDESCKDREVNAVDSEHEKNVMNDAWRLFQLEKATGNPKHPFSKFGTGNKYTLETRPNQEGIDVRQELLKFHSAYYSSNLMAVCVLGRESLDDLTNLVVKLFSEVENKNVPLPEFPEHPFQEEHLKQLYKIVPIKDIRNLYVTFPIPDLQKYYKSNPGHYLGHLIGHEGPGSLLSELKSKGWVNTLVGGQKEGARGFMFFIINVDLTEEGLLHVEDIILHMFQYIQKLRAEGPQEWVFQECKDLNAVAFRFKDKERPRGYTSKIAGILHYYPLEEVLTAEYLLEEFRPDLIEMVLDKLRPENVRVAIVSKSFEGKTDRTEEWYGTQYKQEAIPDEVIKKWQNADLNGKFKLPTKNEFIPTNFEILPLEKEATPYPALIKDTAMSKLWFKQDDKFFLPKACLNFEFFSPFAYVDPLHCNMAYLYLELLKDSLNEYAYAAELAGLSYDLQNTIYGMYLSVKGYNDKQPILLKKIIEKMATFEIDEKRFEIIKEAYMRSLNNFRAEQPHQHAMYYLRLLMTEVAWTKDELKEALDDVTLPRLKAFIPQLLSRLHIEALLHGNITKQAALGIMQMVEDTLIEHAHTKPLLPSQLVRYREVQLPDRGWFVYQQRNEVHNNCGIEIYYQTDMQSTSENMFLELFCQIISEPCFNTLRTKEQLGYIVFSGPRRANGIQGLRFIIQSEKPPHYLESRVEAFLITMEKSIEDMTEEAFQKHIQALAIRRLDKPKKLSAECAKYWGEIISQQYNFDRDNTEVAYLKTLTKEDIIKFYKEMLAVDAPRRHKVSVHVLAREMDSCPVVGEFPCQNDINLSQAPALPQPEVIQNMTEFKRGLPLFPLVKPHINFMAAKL
IDE cell activ: human IDE activators in live cells, primary screen, fluorescence polarization, HEK cells, FAbeta-B substrate. Insulin-degrading enzyme (Homo sapiens), P14735. hit rate 0.073% among 340,000. FAbeta-B cleavage; 0% vehicle, 100% cell-free pure enzyme wells. activation, % at 5.96 µM;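 active = activation above the mean of all tested compounds plus 3 SD, set per screening campaign, cut at about 17% in these data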
An asterisk follows results filed as active; . = no result given. Random draw from the library; overall some 3.2% were active at least once.

UBC9 SUMO inh	GalR3 antag	IMP-1 inhibitor	VIM-2 inhibitor	CRFBP-R2 block	NS3 helicase inh	pCIP destab	IDE cell inh	IDE cell activ	SMILES
-5	-3	-2.5	-1.9	3	-6	-8	5	3	CCCC(=O)Nc1ccc(C(=O)NCCCn2ccnc2)cc1
1	-10	-0.6	-1.8	14	0	-1	-1	-2	CCOC(=O)N(CC)OC(=O)Nc1ccc(Cl)cc1
24	0	-1.7	-1.6	1	8	13	6	0	O=c1c2oc3ccccc3c2ncn1Cc1ccc(Cl)cc1
-5	1	1.2	2.6	16	-6	-5	4	0	COc1ccc(S(=O)(=O)N[C@H](C(=O)O)C(C)C)cc1
8	-11	-1.0	-3.1	-1	-2	-12	-6	1	O=C(CCn1c(=S)oc2ccccc21)Nc1ccccc1Br
32	-7	-1.7	-0.7	-11	-4	-6	6	1	N#Cc1nc(COc2ccc(F)cc2)oc1N1CCC(Cc2ccccc2)CC1
13	-4	0.3	-0.6	-35	-10	-9	1	2	CCOc1ccc(NC(=O)c2nnn(CC(=O)Nc3ccccc3OCC)c2N)cc1
11	-3	-4.6	1.6	-29	-3	-9	5	5	COc1cc(N(C)C)c(NC(C)=O)cc1C(=O)O
3	3	-3.5	-2.5	-2	2	-8	2	3	Cc1nc(C)c(C(=O)C2=C(O)C(=O)N(CCN(C)C)C2c2ccccc2)s1 (stereo unspecified)
.	0	.	.	-4	.	.	0	5	CCCc1cc(=O)[nH]c(SCC(=O)N(C)CC(=O)Nc2ccc(F)cc2)n1
13	-1	0.1	0.0	15	-5	-2	-1	7	O=C(O)CC1S/C(=N/N=C/C=C/c2ccccc2[N+](=O)[O-])NC1=O (stereo unspecified)
4	-4	-1.2	-2.2	-5	-8	4	2	6	COc1cc(CN2CCC(C)CC2)ccc1OCc1ccccc1
2	-12	-1.7	-1.4	-7	-3	-1	.	1	Cc1ccc(OCC(O)CNC2CCCC2)c(C)c1 (stereo unspecified)
11	-4	-2.6	-2.7	-4	8	-14	-1	5	O=C(Nc1nc2ccccc2s1)c1cccc(S(=O)(=O)N2CCc3ccccc32)c1
-2	-3	-0.9	-1.3	-14	0	-2	0	-1	N#Cc1c(Nc2ccccc2)c(/C=N/NCCO)c[nH]c1=O
-2	-6	-0.6	1.3	40	-7	-5	4	-3	CCOc1ccc(NC(=O)CC(c2ccccc2)c2ccc(F)cc2)cc1 (stereo unspecified)
.	0	.	.	3	.	.	-1	5	COc1ccc(S(=O)(=O)N2CCCCCC2)cc1C(=O)NCc1ccco1
5	-5	-1.9	-0.6	8	1	11	-4	5	Cc1ccc(S(=O)(=O)C2(C(=O)N3CCCCC3C)CC2)cc1 (stereo unspecified)
11	0	-6.1	-3.3	11	0	-6	6	3	Cc1cc(F)ccc1S(=O)(=O)Nc1ccccc1C(=O)NCc1cccnc1
20	-6	-4.3	-2.4	29	-4	-5	0	-1	O=C(Cn1nc(C(F)F)cc1C(F)F)N/N=C/c1ccc2c(c1)OCO2
-3	-3	-3.9	-3.2	-16	-3	10	1	8	CCN(CC)c1ccc(NC(=O)c2cccnc2)cc1
-7	-2	-1.8	-2.4	-8	0	-5	3	-1	Cc1cc(C)cc(N(C(=O)CNC(=O)c2cccs2)C(C(=O)NC2CCCC2)c2cccnc2)c1 (stereo unspecified)
18	1	-4.0	-3.6	-21	4	-9	0	2	O=C(Cc1ccc(Cl)cc1)NNS(=O)(=O)c1ccc([N+](=O)[O-])cc1
-9	-4	-1.7	-3.2	-2	2	-14	-6	-5	COc1ccc(NC(=O)c2cnc(SC)n2-c2ccc(F)cc2)c(OC)c1
19	.	-0.8	-1.8	23	-2	-9	1	4	C[C@]12CCC(=O)C=C1CC[C@@H]1[C@@H]2C(=O)C[C@@]2(C)[C@H]1CC[C@]2(O)C(=O)CO
17	-2	-1.9	-1.2	10	1	8	0	7	CC(C)(C)C(=O)Nc1nnc(SCC(=O)Nc2nccs2)s1
2	0	-1.2	-0.2	-10	2	7	0	1	Cc1cc(NC(=O)c2ccc3c(c2)C(=O)N(c2cccc(C)c2C)C3=O)no1
16	5	-1.2	-4.4	6	-6	2	6	.	CN(NC(=O)c1ccccc1)c1ncc(C(F)(F)F)cc1Cl
.	-3	.	.	3	.	.	2	-3	CCN(CC(=O)Nc1c(F)cccc1F)C(=O)c1cc(S(=O)(=O)N(C)C)ccc1N1CCCC1
.	-4	.	.	-5	.	.	6	-10	O=C1OCCN1c1c(-c2ccccc2)c(N2CCOCC2)nc2ccccc12
14	-3	-0.3	-0.3	-12	1	-15	2	-3	COc1ccc(-c2[nH]ncc2CN(C)Cc2cccnc2)c(OC)c1
-3	-2	-2.9	2.4	16	-5	-12	-4	8	CCc1ccc(N2CC(C)Cn3c2nc2c3c(=O)n(CCN3CCOCC3)c(=O)n2C)cc1 (stereo unspecified)
9	-4	-3.2	-0.8	-13	3	-5	-6	0	CCC1(C)N=c2c(c(=O)n(C)c(=O)n2C)=NO1 (stereo unspecified)
-10	-3	-2.8	2.0	-7	6	-7	-3	7	COc1ccccc1NC(=S)N1CCC(NC(=O)c2ccco2)CC1
6	-6	-3.5	-2.5	4	-2	-19	6	2	CC(=O)NC1=NN(C(C)=O)C(C)(c2ccc(C)o2)S1 (stereo unspecified)
26	0	-2.2	-6.6	4	-11	-28	-2	-3	COc1ccc(CSCC(=O)N/N=C/c2ccc(OCC(=O)NCc3ccco3)cc2)cc1
3	5	2.3	0.5	-14	-1	0	-2	-2	O=C(CN1C(=O)COc2ccc(S(=O)(=O)N3CCCC3)cc21)Nc1cccc(F)c1
-4	-4	-2.1	-2.5	22	3	-4	4	2	CC(O)Cc1cn([C@@H](CCCCN)C(=O)N2CCNCC2)nn1 (stereo partly specified)
21	-7	4.1	1.3	8	-3	-8	-3	1	CCOc1ccc(-c2nc(-c3ccncc3)no2)cc1OCC
18	0	0.5	0.0	3	-6	4	-4	-3	Cc1cc(C(F)(F)F)nc(SCC(=O)Nc2nccs2)n1
1	1	-3.4	-2.7	-5	2	10	-7	2	O=C(NCc1cccnc1)c1ccc([N+](=O)[O-])cc1
12	-1	0.8	-0.7	5	-1	-10	2	4	CNC(=O)Nc1ccccc1F
24	-3	-1.5	-0.8	18	30	-5	0	-3	Cc1ccc2c(c1)C(c1ccccc1)C(=O)O2 (stereo unspecified)
11	-10	-2.4	0.8	-94	-4	-6	0	-4	CCC(CC)C1C(C#N)=C(N)Oc2n[nH]c(-c3ccccc3)c21 (stereo unspecified)
-19	-6	-1.3	-3.6	3	-12	1	-1	2	O=C(Nc1cc(Cl)cc(Cl)c1)C(c1ccccc1)N1CCCCC1 (stereo unspecified)
13	-4	-1.9	0.6	-2	10	-8	.	1	COC(=O)c1c(NC(=O)C2CC(C)=C(C)CC2C(=O)O)sc2c1CCCCC2 (stereo unspecified)
-8	-8	-2.5	-1.9	-28	19	-11	9	0	Cc1cc(S(=O)(=O)Nc2ccc3cn[nH]c3c2)c(C)cc1Cl
17	-2	-1.0	-2.5	-22	-1	-18	5	0	CC1(CCC(=O)N2CCCC(N3CCN(c4ccc(F)cc4)CC3)C2)CC1 (stereo unspecified)
.	-6	.	.	14	.	.	-3	-2	Cc1cccc(C(=O)NCC(=O)OCC(=O)c2ccc(C)s2)c1
8	-4	-1.6	-3.4	21	-2	5	1	-2	Cc1cccc(NC(=O)NNC(=O)CCc2ccccc2)c1
-12	1	-4.1	-2.6	-12	-6	-3	-1	1	Cc1csc(SC(C)C(=O)NCC(=O)Nc2ccc(F)c(F)c2F)n1 (stereo unspecified)
-11	-3	-3.7	-1.0	21	-5	3	1	2	CCN(c1ccccc1)S(=O)(=O)c1ccc(OCc2c(C)noc2C)cc1
-1	-5	-1.6	-2.7	-14	-25	1	-3	8	Cc1ccc(OCC(O)CNC(C)c2ccccc2)cc1C (stereo unspecified)
12	-4	-2.2	-1.1	-15	-66	-2	7	0	COc1ccccc1/C=C/CN1CCCC(CO)(Cc2cccc(Cl)c2)C1 (stereo unspecified)
12	-3	1.0	-2.2	0	-13	0	4	-3	Cc1ccc2sc(N(CCN(C)C)C(=O)c3ccc(S(=O)(=O)N4CC(C)OC(C)C4)cc3)nc2c1C (stereo unspecified)
-3	-3	-2.5	-2.5	15	0	3	-4	-1	Cc1ccc(-c2c(C)n([O-])c3c([n+]2=O)CCCCC3)o1

Full records, looked up by structure.
Entry for `CCN(CC)c1ccc(NC(=O)c2cccnc2)cc1` → UBC9 SUMO inh: -3; GalR3 antag: -3; IMP-1 inhibitor: -3.9; VIM-2 inhibitor: -3.2; CRFBP-R2 block: -16; NS3 helicase inh: -3; pCIP destab: 10; IDE cell inh: 1; IDE cell activ: 8
Entry for `CN(NC(=O)c1ccccc1)c1ncc(C(F)(F)F)cc1Cl` → UBC9 SUMO inh: 16; GalR3 antag: 5; IMP-1 inhibitor: -1.2; VIM-2 inhibitor: -4.4; CRFBP-R2 block: 6; NS3 helicase inh: -6; pCIP destab: 2; IDE cell inh: 6; IDE cell activ: .

Further records.
UBC9 SUMO inh	GalR3 antag	IMP-1 inhibitor	VIM-2 inhibitor	CRFBP-R2 block	NS3 helicase inh	pCIP destab	IDE cell inh	IDE cell activ	SMILES
-8	-6	-4.6	-1.8	-10	7	-6	6	-2	COc1ccc(C(=O)NCC(=O)OCC(=O)c2cc(OC)c(OC)c(OC)c2)cc1OC
15	-2	-2.8	-1.8	20	2	-3	0	2	CCC(C)NC(=O)C1CCN(S(=O)(=O)N2CCCC2)CC1 (stereo unspecified)
5	-3	-0.4	-2.0	3	-9	1	-4	-1	COc1ccccc1C(C)NCC(=O)Nc1c(F)cccc1F (stereo unspecified)
5	0	-3.0	-3.4	0	-4	-8	4	0	Cc1cc(C)n(CC(O)COc2ccc(C(C)C)c(C)c2)n1 (stereo unspecified)
-9	-3	-1.0	-0.9	20	-4	-1	2	4	CCOC(=O)c1c(CC(C)C)csc1NC=O
1	-8	-3.2	-1.0	3	-15	2	3	-6	Cc1nnc2ccc(N3CCCCC3)nn12
24	6	-2.1	-3.2	12	18	-9	4	-4	Cc1ccc(S(=O)(=O)N2CCOCC2)cc1NC(=O)CN1CCN(c2ccc(O)cc2)CC1
18	-3	-2.3	0.9	-1	-12	-5	-3	6	CC(=O)NC(=S)Nc1cc(C(=O)O)ccc1Cl
2	-4	-0.2	-0.7	-11	-2	-3	3	3	O=Cc1ccccc1-n1cncn1
.	-4	.	.	-2	.	.	0	-1	COc1ccc(NC(=O)CN(C)C(=O)/C=C/c2cn(-c3ccccc3)nc2-c2ccc(F)cc2)cc1
